H9c2 protect – modulators protecting cardiomyocytes from myocardial damage | H9c2 cardiomyocytes, H2O2 injury protection, ATPLite, 2 h | AID 588492 | 360,000 compounds, 0.63% hits | protection from H2O2 cell death, % at 20 µM;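 active means compounds giving at least 50% protection of heart cells from peroxide-induced death in the single-dose screen, raw or plate-pattern-corrected value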;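 further: 0% = DMSO wells with peroxide and 100% = DMSO wells without peroxide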
ABCB6 inh MLPCN – human ABCB6 transporter inhibition | fluorescence ratio to DMSO, % at 10 µM | 360,000 compounds, 0.19% hits | K562-ABCB6 porphyrin accumulation, flow cytometry, 1 h; stronger effect = lower value;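 active means fluorescence ratio to DMSO below 75%, the collection mean minus 3 SD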;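 further: signal is porphyrin accumulated inside mitochondria; 100% equals median channel fluorescence of DMSO control wells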
Target sequence (Q9NP58 whole entry, looked up): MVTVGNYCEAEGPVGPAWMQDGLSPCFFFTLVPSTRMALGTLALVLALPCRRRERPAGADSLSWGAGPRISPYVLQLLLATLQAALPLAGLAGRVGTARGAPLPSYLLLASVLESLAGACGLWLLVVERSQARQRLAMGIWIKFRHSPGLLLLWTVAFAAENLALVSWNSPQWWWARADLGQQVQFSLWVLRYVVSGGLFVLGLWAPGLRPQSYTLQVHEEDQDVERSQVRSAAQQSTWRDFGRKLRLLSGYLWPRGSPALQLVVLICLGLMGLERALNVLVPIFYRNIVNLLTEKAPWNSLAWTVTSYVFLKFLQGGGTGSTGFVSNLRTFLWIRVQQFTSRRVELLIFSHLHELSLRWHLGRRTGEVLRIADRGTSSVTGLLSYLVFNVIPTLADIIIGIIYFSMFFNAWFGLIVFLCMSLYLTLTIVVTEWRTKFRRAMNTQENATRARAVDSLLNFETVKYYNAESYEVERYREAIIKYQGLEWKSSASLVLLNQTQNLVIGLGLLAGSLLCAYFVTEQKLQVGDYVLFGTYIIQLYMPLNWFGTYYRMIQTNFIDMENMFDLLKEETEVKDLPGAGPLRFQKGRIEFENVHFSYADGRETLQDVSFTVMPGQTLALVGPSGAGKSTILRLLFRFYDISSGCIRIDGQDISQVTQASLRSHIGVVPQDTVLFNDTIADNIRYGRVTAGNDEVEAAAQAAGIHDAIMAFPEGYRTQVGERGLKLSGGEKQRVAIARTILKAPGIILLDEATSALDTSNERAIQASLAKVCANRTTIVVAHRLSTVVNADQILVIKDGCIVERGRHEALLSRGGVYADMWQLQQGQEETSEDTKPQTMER
Exocytosis inh – blocks lytic granule exocytosis. 360,000 compounds, 0.66% hits. TALL-104 LAMP-1 surface exposure, flow cytometry; cells stimulated with thapsigargin and PMA. inhibition, % at 10 µM;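 active means inhibition above about 55%, limit read from the data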
PDI inh – inhibitors of human protein disulfide isomerase; P07237; PDI insulin aggregation turbidity, A650, 90 min; inhibition, % at 10 µM; 350,000 compounds, 0.052% hits; AID 588391;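 active means mean inhibition across replicates of 30% or more, whatever share of single replicates reach that level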;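 further: absorbance from insulin aggregation driven by PDI reduction with DTT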
aDG glyco act – increases alpha dystroglycan glycosylation | 360,000 compounds, 0.22% hits | AID 624168 | Pro5-aDG cells, alpha-DG glycosylation AlphaScreen (IIH6); 0% Pro5, 100% B10-LARGE cell signal | activation, % at 10 µM;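 active means activation of at least 8% versus controls, or a plate z-score of at least 8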;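 further: Pro5 are CHO cells carrying HIG-tagged alpha-DG that lacks glycosylation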
m5-HT2A agonist – mouse HTR2A agonism via beta-arrestin recruitment; P35363; activation, % at 7.6 µM; CHO-K1 mHTR2A beta-arrestin complementation, luminescence; percent of 30 µM serotonin response; 360,000 compounds, 0.66% hits;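 active means activation above a run cutoff, the mean activation of all tested compounds plus 3 SD, cut at about 14% in these data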;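 further: 0% = plate median of compound wells and 100% = 30 µM serotonin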
Vif imaging – inhibitors of HIV Vif; AID 602346; inhibition, % at 7.49 µM; HEK293T cells, Vif self-association by quenched fluorescence, imaging, 24 h; 340,000 compounds, 0.35% hits; in the data active means inhibition above about 50%, passing the limit was not always enough; further: some results filed as inactive read as strong as hits
CaV13 FRET inh – Primary screen for inhibitors of IQ motif and Ca2+-dependent inactivation inhibitor domain binding in CACNA1D, Förster resonance energy transfer in living cells, …. HEK cells, CFP/YFP FRET ICDI-IQ, plate reader, 10 min; percent FRET-ratio fall versus neutral wells. inhibition, % at 12.3 µM. 340,000 compounds, 0.098% hits. AID 743397;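 active means mean replicate inhibition of at least 30% and at least 1% of replicates passing that level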;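 further: 0% = median of the neutral control wells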
hiPSC survival – increases survival of single human iPS cells; hiPSC single-cell survival, ATPlite luminescence; 100% = ROCK inhibitor wells, 0% = DMSO; survival enhancement, % at 20 µM; 360,000 compounds, 0.044% hits; AID 602274; in the data active means survival enhancement above about 18%;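 further: cells exposed to compounds for 16 hours before the ATP read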
N-glyco inh – blocks N-linked glycosylation in D54 reporter cells. D54 ERlucT glycosylation luciferase reporter, 24 h; percent of 100 nM tunicamycin response. reporter increase, % at 12.5 µM. 360,000 compounds, 0.23% hits. AID 588692;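 active means mean luciferase reporter signal, scaled so untreated is 0 and the glycosylation-blocking control 100, at or above a set limit in every replicate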;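 further: luciferase carries N-glycosylation sites so blocking glycosylation raises the light; 0% = median of neutral control wells and 100% = median of 100 nM tunicamycin wells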
* marks the source's active call; other numbers are inactive results.

Results for C=CCC[C@@H](Cc1ccc(F)cc1)C(=O)OC[C@@H](NC(=O)[C@@H](CC=C)CC(=O)N(CCO)Cc1ccccc1)c1ccccc1 ?
H9c2 protect: -6; ABCB6 inh MLPCN: 101; Exocytosis inh: 8; PDI inh: 5; aDG glyco act: 0.4; m5-HT2A agonist: -4; Vif imaging: 0; CaV13 FRET inh: -7; hiPSC survival: 1.7; N-glyco inh: -4

Results for C=CCN=C(C)C1=C(O)CCC1=O ?
H9c2 protect: 1; ABCB6 inh MLPCN: 109; Exocytosis inh: -1; PDI inh: -2; aDG glyco act: -0.1; m5-HT2A agonist: 6; Vif imaging: 3; hiPSC survival: -1.3; N-glyco inh: 1

How did CC(=O)Nc1ccc(S(=O)(=O)NC(C(=O)O)C2=CCC=CC2)cc1 (centres undefined) do in these assays?
H9c2 protect: 4; ABCB6 inh MLPCN: 102; Exocytosis inh: 10; PDI inh: 2; aDG glyco act: -0.2; m5-HT2A agonist: -3; Vif imaging: -1; CaV13 FRET inh: -9; hiPSC survival: 1.5; N-glyco inh: 0

How did CCCCn1c(N)c(N(CC(C)C)C(=O)CCCSc2nncs2)c(=O)[nH]c1=O do in these assays?
H9c2 protect: 0; ABCB6 inh MLPCN: 98; Exocytosis inh: -3; PDI inh: 0; aDG glyco act: -0.2; m5-HT2A agonist: 6; Vif imaging: -6; CaV13 FRET inh: -3; hiPSC survival: -0.3; N-glyco inh: 0

Results for Cc1ccc(/C=C/C(=O)NC2=NCCS2)cc1 ?
H9c2 protect: -22; ABCB6 inh MLPCN: 85; Exocytosis inh: -5; PDI inh: -2; aDG glyco act: 0.1; m5-HT2A agonist: -1; Vif imaging: 7; CaV13 FRET inh: -5; hiPSC survival: -3.0; N-glyco inh: -17

How did COc1cc(C2C(C(=O)c3sc(C)nc3C)=C(O)C(=O)N2CCN(C)C)cc(OC)c1OC (centres undefined) do in these assays?
H9c2 protect: 12; ABCB6 inh MLPCN: 95; Exocytosis inh: 2; PDI inh: 17; aDG glyco act: 0.1; m5-HT2A agonist: -8; Vif imaging: 27; CaV13 FRET inh: -1; hiPSC survival: 7.3; N-glyco inh: 1

What do the screens show for `CCC1CCCCN1C(=O)CSc1nc2c([nH]c3ccccc32)c(=O)n1C` (centres undefined)?
H9c2 protect: 14; ABCB6 inh MLPCN: 99; Exocytosis inh: 1; PDI inh: -20; aDG glyco act: 0.2; m5-HT2A agonist: 2; Vif imaging: -6; hiPSC survival: 0.3; N-glyco inh: 6

How did COc1ccccc1C(c1nnnn1CC1CCCO1)N1CCN(c2ccccc2)CC1 (centres undefined) do in these assays?
H9c2 protect: 4; ABCB6 inh MLPCN: 85; Exocytosis inh: -2; PDI inh: -1; aDG glyco act: -0.1; m5-HT2A agonist: -2; Vif imaging: -1; CaV13 FRET inh: -4; hiPSC survival: 0.9; N-glyco inh: -1

How did CN(C)NC(=O)c1cccc(Cl)c1 do in these assays?
H9c2 protect: 1; ABCB6 inh MLPCN: 101; Exocytosis inh: -2; PDI inh: -2; aDG glyco act: 0.1; m5-HT2A agonist: 4; Vif imaging: 9; CaV13 FRET inh: -19; hiPSC survival: 0.6; N-glyco inh: 1

Results for O=C(/C(=N\O)n1cncn1)c1ccc(Cl)cc1Cl ?
H9c2 protect: 11; ABCB6 inh MLPCN: 102; Exocytosis inh: 4; PDI inh: 2; aDG glyco act: -0.3; m5-HT2A agonist: -2; Vif imaging: 4; CaV13 FRET inh: -3; hiPSC survival: 1.8; N-glyco inh: 1

Results for COc1ccc(CN2CCNC(=O)C2CC(=O)NCCCC2CCCC2)c(F)c1 (centres undefined) ?
H9c2 protect: -1; ABCB6 inh MLPCN: 100; Exocytosis inh: -3; PDI inh: -3; aDG glyco act: -0.2; m5-HT2A agonist: -2; Vif imaging: 0; CaV13 FRET inh: -7; hiPSC survival: -0.1; N-glyco inh: -3

How did CC(=O)OC1C(=O)N(Cc2ccccc2)C1c1ccc(C)cc1 (centres undefined) do in these assays?
H9c2 protect: 0; ABCB6 inh MLPCN: 101; Exocytosis inh: -2; PDI inh: 3; aDG glyco act: 0.0; m5-HT2A agonist: 0; Vif imaging: -6; CaV13 FRET inh: -1; hiPSC survival: -0.3; N-glyco inh: 0

What do the screens show for `CCOc1cc(NC(=O)c2ccccn2)c(OCC)cc1NC(=O)CC(C)C`?
H9c2 protect: 16; ABCB6 inh MLPCN: 95; Exocytosis inh: 3; PDI inh: 8; aDG glyco act: -0.3; m5-HT2A agonist: 2; Vif imaging: -12; CaV13 FRET inh: 0; hiPSC survival: -1.1; N-glyco inh: 0

Results for CC(=O)N1CC2(CC(c3ccccc3F)=NO2)CN1c1ccc(Cl)cc1 (centres undefined) ?
H9c2 protect: -2; ABCB6 inh MLPCN: 102; Exocytosis inh: 3; PDI inh: -3; aDG glyco act: 0.1; m5-HT2A agonist: -2; Vif imaging: -4; CaV13 FRET inh: -6; hiPSC survival: -2.2; N-glyco inh: 2

Results for Cc1ccc([N+](=O)[O-])cc1N/C=C1\CCc2ccccc2C1=O ?
H9c2 protect: -6; ABCB6 inh MLPCN: 95; Exocytosis inh: 57*; PDI inh: -21; aDG glyco act: -0.2; m5-HT2A agonist: 1; Vif imaging: -3; CaV13 FRET inh: -5; hiPSC survival: 3.0; N-glyco inh: 0

How did COc1cc(CNCCSc2nnnn2C)cc(Br)c1OCc1ccc(F)cc1 do in these assays?
H9c2 protect: -2; ABCB6 inh MLPCN: 101; Exocytosis inh: 13; PDI inh: -1; aDG glyco act: 0.9; m5-HT2A agonist: 0; Vif imaging: -25; CaV13 FRET inh: -3; hiPSC survival: -2.0; N-glyco inh: -3

How did CCN(CC(=O)NCc1cccs1)C(=O)c1ccc(S(=O)(=O)Nc2ccccc2F)cc1 do in these assays?
H9c2 protect: 6; ABCB6 inh MLPCN: 97; Exocytosis inh: -16; PDI inh: -3; aDG glyco act: 0.1; m5-HT2A agonist: 0; Vif imaging: -7; CaV13 FRET inh: -4; hiPSC survival: 6.7; N-glyco inh: 0

What do the screens show for `CC1(C(=O)NCc2ccncc2)Cc2c(-c3cccc(C(F)(F)F)c3)ccnc2O1` (centres undefined)?
H9c2 protect: -2; ABCB6 inh MLPCN: 103; Exocytosis inh: 1; PDI inh: 3; aDG glyco act: 0.1; m5-HT2A agonist: -9; Vif imaging: -8; CaV13 FRET inh: -6; hiPSC survival: 4.1; N-glyco inh: 0

Results for O=C(NC1CCCC1)C(c1ccccc1)N(Cc1ccco1)C(=O)Cc1cccs1 (centres undefined) ?
H9c2 protect: 16; ABCB6 inh MLPCN: 100; Exocytosis inh: 6; PDI inh: 9; aDG glyco act: 0.0; m5-HT2A agonist: 2; Vif imaging: -1; CaV13 FRET inh: -5; hiPSC survival: -0.2; N-glyco inh: -1

What do the screens show for `CN1C(=O)c2ccccc2Cc2c(NCc3ccccc3)ncnc21`?
H9c2 protect: -7; ABCB6 inh MLPCN: 98; Exocytosis inh: -2; PDI inh: -10; aDG glyco act: -0.4; m5-HT2A agonist: 3; Vif imaging: -3; CaV13 FRET inh: -4; hiPSC survival: 2.5; N-glyco inh: 3

Next part (two carried over from the part before).
Results for O=C(NC1CCCC1)C(c1ccccc1)N(Cc1ccco1)C(=O)Cc1cccs1 (centres undefined) ?
H9c2 protect: 16; ABCB6 inh MLPCN: 100; Exocytosis inh: 6; PDI inh: 9; aDG glyco act: 0.0; m5-HT2A agonist: 2; Vif imaging: -1; CaV13 FRET inh: -5; hiPSC survival: -0.2; N-glyco inh: -1

What do the screens show for `CN1C(=O)c2ccccc2Cc2c(NCc3ccccc3)ncnc21`?
H9c2 protect: -7; ABCB6 inh MLPCN: 98; Exocytosis inh: -2; PDI inh: -10; aDG glyco act: -0.4; m5-HT2A agonist: 3; Vif imaging: -3; CaV13 FRET inh: -4; hiPSC survival: 2.5; N-glyco inh: 3

Results for O=C(COC(=O)CN1C(=O)NC2(CCCC2)C1=O)Nc1c(Cl)cccc1C(F)(F)F ?
H9c2 protect: -5; ABCB6 inh MLPCN: 102; Exocytosis inh: -6; PDI inh: 0; aDG glyco act: 0.3; m5-HT2A agonist: -3; Vif imaging: 0; CaV13 FRET inh: -5; hiPSC survival: 0.9; N-glyco inh: 0

How did CCOC(=O)c1cc(C(=O)OCC)c2cccc(C)n2c1=O do in these assays?
H9c2 protect: -5; ABCB6 inh MLPCN: 100; Exocytosis inh: 19; PDI inh: 0; aDG glyco act: -0.2; m5-HT2A agonist: 4; Vif imaging: 3; hiPSC survival: 3.9; N-glyco inh: 0

How did COc1ccc(-c2cc(C(=O)Nc3cc(Cl)ccc3O)no2)cc1 do in these assays?
H9c2 protect: -7; ABCB6 inh MLPCN: 102; Exocytosis inh: 0; PDI inh: 10; aDG glyco act: -0.1; m5-HT2A agonist: -1; Vif imaging: 2; CaV13 FRET inh: -20; hiPSC survival: 0.3; N-glyco inh: -1

How did CCc1ccccc1NC(=O)c1cccc(N2C(=O)C3C4CCC(C4)C3C2=O)c1 (centres undefined) do in these assays?
H9c2 protect: 4; ABCB6 inh MLPCN: 99; Exocytosis inh: 3; PDI inh: 0; aDG glyco act: 0.1; m5-HT2A agonist: -2; Vif imaging: -1; CaV13 FRET inh: -6; hiPSC survival: -0.9; N-glyco inh: 6

How did COc1ccccc1NS(=O)(=O)c1cc(NC(=O)c2cccs2)ccc1N1CCCCC1 do in these assays?
H9c2 protect: -4; ABCB6 inh MLPCN: 97; Exocytosis inh: 4; PDI inh: -3; aDG glyco act: -0.3; m5-HT2A agonist: -5; Vif imaging: 1; CaV13 FRET inh: -5; hiPSC survival: 1.9; N-glyco inh: -9

What do the screens show for `Cc1cc(Oc2ccc(N)cn2)ccc1Cl`?
H9c2 protect: -3; ABCB6 inh MLPCN: 239; Exocytosis inh: 2; PDI inh: 9; aDG glyco act: -0.1; m5-HT2A agonist: -1; Vif imaging: 13; CaV13 FRET inh: -6; hiPSC survival: -0.6; N-glyco inh: 3

What do the screens show for `Cc1c(CC(=O)NCCCCCC(=O)O)c(=O)oc2cc3occ(-c4ccccc4)c3cc12`?
H9c2 protect: -2; ABCB6 inh MLPCN: 99; Exocytosis inh: 8; PDI inh: -8; aDG glyco act: 0.2; m5-HT2A agonist: 7; CaV13 FRET inh: -3; hiPSC survival: 0.2; N-glyco inh: 3

How did CCSc1nnc2n1C(C)(C)Cc1ccccc1-2 do in these assays?
H9c2 protect: 0; ABCB6 inh MLPCN: 97; Exocytosis inh: -2; PDI inh: -3; aDG glyco act: -0.2; m5-HT2A agonist: -3; CaV13 FRET inh: -2; hiPSC survival: 0.5; N-glyco inh: 0

Results for CSc1nc2nc3c(c(=O)n2[nH]1)CN(Cc1ccccc1)CC3 ?
H9c2 protect: 5; ABCB6 inh MLPCN: 90; Exocytosis inh: -4; PDI inh: 4; aDG glyco act: -0.2; m5-HT2A agonist: -1; Vif imaging: -7; hiPSC survival: -0.7; N-glyco inh: 4

Results for Cc1ccc(NC(=O)CSc2nnc(-c3cccnc3)n2CCN2CCCCC2)cc1 ?
H9c2 protect: -4; ABCB6 inh MLPCN: 104; Exocytosis inh: -5; PDI inh: 8; aDG glyco act: 0.0; m5-HT2A agonist: -2; Vif imaging: 3; CaV13 FRET inh: -5; hiPSC survival: -1.6; N-glyco inh: -1

Results for CC1CCN(C(=O)CNC(=O)c2ccc(Cl)cc2Cl)CC1 ?
H9c2 protect: -6; ABCB6 inh MLPCN: 102; Exocytosis inh: -2; PDI inh: 2; aDG glyco act: 0.1; m5-HT2A agonist: 5; Vif imaging: 11; CaV13 FRET inh: -4; hiPSC survival: -1.9; N-glyco inh: -3

Source: PubChem BioAssay (several laboratories)
